Compound activity as filed in PubChem.
H37Rv inhibition: M. tuberculosis growth inhibition, HTS (AID 449762). M. tuberculosis H37Rv growth inhibition, 7H9 media; higher % means a stronger effect. inhibition, % at 25 µM, or IC50 in µM where a hit was titrated. hit rate 0.59% among 330,000; in the data active means a potency from the dose series; inconclusive means inhibition above about 70% without an active follow-up result;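 further: bacterial growth assessed after seven days of incubation; strong numbers were not always called active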
VEEV TC-83 Vero: inhibitors of VEEV TC-83 cytopathic effect, confirmation, Vero cells (AID 588727). Vero cells, VEEV TC-83 cytopathic effect inhibition; higher % means a stronger effect. inhibition, % at 20 µM, or IC50 in µM where a hit was titrated. hit rate 0.13% among 350,000; in the data active means a potency from the dose series; inconclusive means inhibition mostly from about 14% at the one dose, without a potency; inactive means the rest, 99 in 100 with inhibition below about 12%; further: strong numbers were not always called active
Salmonella PhoP GFP: Inhibition of PhoP regulon, Salmonella typhi GFP reporter cells, confirmation, 4 h (AID 1850). hit rate 0.33% among 310,000. one-dose inhibition, % at 50 µM; IC50 in µM for titrated hits. Salmonella Typhi PhoP-promoter GFP reporter, fluorescence, 4 h; higher % means a stronger effect; in the data active means a potency from the dose series; inconclusive means inhibition mostly from about 25% at the one dose, without a potency; inactive means the rest, 99 in 100 with inhibition below about 19%;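 further: 0% = induced wells with vehicle and 100% = uninduced wells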
tuberculosis growth: growth inhibition of non-replicating M. tuberculosis (AID 488890) | inhibition, % at 25 µM, or IC50 in µM where a hit was titrated | Mycobacterium tuberculosis non-replicating, growth inhibition; higher % means a stronger effect | hit rate 0.39% among 320,000; in the data active means a potency from the dose series; inconclusive means inhibition mostly from about 82% at the one dose, without a potency; inactive means the rest, 99 in 100 with inhibition below about 76%;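 further: plate controls were DMSO cells for no effect and high antibiotic wells for full effect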
influenza NS1A: H1N1 influenza NS1A inhibitors, functional cell based assay (AID 504329); NS1A functional cell-based assay, percent inhibition; higher % means a stronger effect; inhibition, % at 12.5 µM; hits with a dose series show IC50 in µM; hit rate 0.3% among 340,000; in the data active means a potency from the dose series; inconclusive means inhibition above about 27% without an active follow-up result; further: strong numbers were not always called active
VEEV TC-83 Vero 10K pilot screen: further read-out of VEEV TC-83 Vero, marked with its call; inhibition, %; measured here: 10K pilot screen inhibition
An asterisk follows results filed as active; i = inactive; ? = inconclusive; . = no result given.

SMILES	H37Rv inhibition	VEEV TC-83 Vero	Salmonella PhoP GFP	tuberculosis growth	influenza NS1A	others
O=C(Nc1ccnn1C1CCN(Cc2ccc3nonc3c2)CC1)c1cccc(F)c1	5%	2.3%	6%	17%	1%
CCCN(CC(=O)Nc1ccccc1C)C(=O)C1CCN(S(=O)(=O)c2ccc3c(c2)OCCO3)CC1	.	1.0%	.	.	1%
CCOC(=O)c1nnn(CC(=O)Nc2cccc(Cl)c2C)c1C(=O)OCC	-2%	1.0%	-5%	-1%	-23%
Cc1ccc(S(=O)(=O)NCCCN2CCOCC2)cc1C	-4%	i	-4%	-7%	-3%
COc1ccc(CNC(=O)C2CCCN(S(=O)(=O)c3c(C)n[nH]c3C)C2)cc1 (stereo not drawn)	-1%	i	-9%	-1%	-12%
COc1cccc(C(=O)N/N=C2/SCC(=O)N2CCc2ccc(OC)c(OC)c2)c1	-4%	i	-9%	6%	0%
CCOC(=O)c1[nH]c(C)c(C(=O)NCCCN2CCOCC2)c1C	-4%	i	-7%	-2%	2%
C1=C(CCNc2ncnc3c2cnn3-c2ccccc2)CCCC1	11%	3.9%	2%	23%	-8%
CCc1nnc(NC(=O)CCC(=O)Nc2ccc(C)cc2)s1	-6%	1.2%	1%	4%	7%
CC(=O)c1c(C)[nH]c(C(=O)OCc2ccc([N+](=O)[O-])cc2)c1C	-2%	1.3%	6%	8%	8%
Cc1nc2ccc(NC(=O)c3ccc4ccccc4n3)cc2s1	10%	0.9%	4%	2%	1%
N#CCCn1nnc2ccccc21	-3%	0.8%	-2%	-8%	8%
O=C(COC(=O)CCC(=O)c1cccs1)Nc1ccccc1C(F)(F)F	5%	2.3%	.	3%	-9%
O=C(Oc1ccc(Br)cc1)C1CCN(C2=NS(=O)(=O)c3ccccc32)CC1	.	2.1%	.	.	-10%
COc1ccc(/C=C/C(=O)OCC(=O)NCc2ccco2)cc1OC	-3%	0.6%	10%	-2%	-7%
CC1CCCCC1NC(=O)COC(=O)COc1ccccc1Cl (stereo not drawn)	-1%	i	-4%	6%	-8%
COc1cc2cc(CN(Cc3cccnc3)C(=O)NCc3ccccc3)c(=O)[nH]c2cc1OC	11%	8.4%	2%	-2%	-6%
Cn1c(Cl)cnc1C1CC(=O)c2cc(Cl)ccc2O1 (stereo not drawn)	?	?	-3%	.	1%
Oc1[nH]c2ccccc2c1N=Nc1c(F)c(F)c(Cl)c(F)c1F	4%	6.2%	-7%	-2%	-3%
COc1ccc(NC(=S)N2CCN(c3ccccc3)CC2)c(OC)c1	-1%	0.5%	5%	0%	-2%
Cc1ccc(OCC(=O)Nc2sc3c(c2C#N)CCC3)cc1C	15%	0.6%	4%	-8%	1%
CC(C)(C)c1ccc(C(=O)NC(=O)COC(=O)c2ccco2)cc1	.	1.7%	.	.	-21%
CCN(CC(=O)Nc1ccc(OC)cc1)CC(=O)Nc1ccc(Cl)cc1F	2%	i	2%	18%	3%
COc1ccc(CNC(=O)CN(c2cc(C)cc(C)c2)S(=O)(=O)c2c(C)[nH]c(=O)[nH]c2=O)cc1	7%	3.4%	-3%	-13%	5%
Cc1cccc(N(CC(=O)NC2CCCC2)C(=O)CS(=O)CC(=O)Nc2ccc3c(c2)OCO3)c1C (stereo not drawn)	-11%	5.9%	-1%	36%	3%
O=C(c1ccc(F)cc1)N1CCN(Cc2ccccc2)CC1	4%	0.9%	-7%	-3%	-2%
Cc1ccccc1C(=O)O/N=C(\c1ccccc1)c1ccccn1	3%	1.2%	-7%	42%	-7%
CCN(CCNC(=O)Cn1c(=O)sc2ccccc21)c1ccccc1	-6%	0.7%	8%	-31%	5%
CC1Cc2ccccc2N1C(=O)CSc1nnc2c(n1)[nH]c1ccccc12 (stereo not drawn)	-2%	11%	-9%	6%	3%	VEEV TC-83 Vero 10K pilot screen=2.8
COc1ccc(C(=O)NC(=S)NNC(=O)[C@H]2C[C@@H]2c2ccccc2)cc1OC	5%	50%	3%	?	-9%
Cn1ncc(Br)c1C(=O)Nc1cccc(C(F)(F)F)c1	-4%	0.6%	13%	-11%	9%
CCCc1nnc(NC(=O)c2oc3ccccc3c2COCC)s1	.	7.3%	.	.	-8%
O=C(COC(=O)CSc1cccc2cccc(Cl)c12)Nc1ncc(C(F)(F)F)cc1Cl	-1%	0.9%	-10%	28%	3%
CCO[C@H]1OC(C(=O)N2CCN(Cc3ccc4c(c3)OCO4)CC2)=C[C@@H](c2ccc3c(c2)OCO3)[C@@H]1CCCO	5%	5.9%	1%	8%	-7%
CCOc1ccc(Oc2ccc(NS(=O)(=O)c3cc(C(=O)O)ccc3Cl)cc2)cc1	0%	2.8%	.	22%	-6%
Cc1ccc(C)c(NC(=O)CSc2nc(N)c(NC(=O)c3cccs3)c(=O)[nH]2)c1	.	0.2%	.	.	26%
O=C(CCN1CCCCC1=O)NC1CCCN(Cc2ccc(Cl)cc2)C1 (stereo not drawn)	-4%	0.5%	1%	-6%	-2%
COc1ccccc1NC(=O)C1=C(C)NC(=O)NC1c1cc(C)cs1 (stereo not drawn)	-4%	i	-5%	-12%	-5%	VEEV TC-83 Vero 10K pilot screen=1.1
Cc1ccc(Oc2nc3c(c(=O)n(C)c(=O)n3C)n2C)cc1C	-1%	2.6%	9%	-2%	-9%
COc1ccc(CCNC(=O)C(=O)NCC2CCCO2)cc1OC (stereo not drawn)	0%	0.5%	-16%	-14%	6%
COC(=O)[C@@]1(Cc2ccccc2)[C@H]2C(=O)N(Cc3ccccc3)C(=O)[C@H]2[C@H]2CN=C(SCC(=O)c3ccccc3)N21	.	i	.	.	-4%
Cc1cc(OCc2nnc(SCC(=O)OC3CCCCC3)o2)ccc1Cl	?	i	-1%	?	2%
O=c1cc(O)c2ccccc2n1Cc1ccccc1F	1%	2.7%	-2%	0%	-4%
O=C(O)c1ccccc1C(=O)c1ccc2c(c1)N(Cc1cccc(F)c1)C(=O)CO2	7%	2.1%	-1%	32%	4%
CCCn1c(-c2ccncc2)n[nH]c1=S	-2%	1.1%	10%	-9%	-4%
O=c1cc(CN2CCN(c3ccccc3)CC2)c2c(ccc3ccccc32)o1	40%	2.8%	-2%	42%	-3%
Cc1ccc(N2C(=O)C(Cl)=C(Nc3c(C)n(C)n(-c4ccccc4)c3=O)C2=O)cc1	-4%	0.6%	9%	14%	-6%
Cc1ccc(Oc2nnc(-c3cccs3)c3ccccc23)cc1	3%	0.6%	-8%	-9%	2%
COc1ccc(Cc2nnc(NC(=O)c3cccc([N+](=O)[O-])c3C)s2)cc1	7%	3.6%	7%	39%	0%
CCOc1ccc(NC(=O)C(C)O)c(NS(=O)(=O)c2ccc(CCNC(C)=O)cc2)c1 (stereo not drawn)	7%	0.4%	-7%	10%	3%
CC(=O)/C(=N/Nc1ccccc1)N1CCOCC1	?	1.3%	0%	-3%	3%	VEEV TC-83 Vero 10K pilot screen=0.7
Cc1cccc(NC(=O)c2ccc(F)c(S(=O)(=O)NCc3ccco3)c2)c1	1%	9.5%	-24%	26%	-8%
CCC1CSC(=Nc2ccc(C)cc2)N1C(=O)CN1C(=O)NC2(CCCC2)C1=O (stereo not drawn)	-5%	6.2%	-2%	16%	-1%
O=C(CC(c1ccccc1)c1ccccc1)NCCOCc1ccccc1	-2%	0.3%	5%	9%	-7%
COc1cc(/C=C/C(=O)O)ccc1OS(=O)(=O)c1cc(C)ccc1C	5%	i	0%	16%	8%
O=C(CC1SC(N2CCOCC2)=NC1=O)Nc1ccc(Cl)c(C(F)(F)F)c1 (stereo not drawn)	-1%	0.9%	.	3%	-4%
CN1CCN(S(=O)(=O)c2cccc(C(=O)Nc3ccc(Br)cc3Br)c2)CC1	7%	9.2%	-1%	17%	7%
CC(=O)c1cccc(NC(=O)c2ccc(N(C)S(=O)(=O)c3ccc(C)cc3)cc2)c1	70%	7.3%	0%	27%	-7%
COc1ccc(NC(=O)Nc2ccc(Br)cn2)cc1	3%	0.5%	-3%	-3%	10%
O=C(NC1CCN(S(=O)(=O)c2ccc(F)cc2)CC1)c1cccnc1	23%	0.2%	-14%	2%	-6%

Gathered by group, those above with a CF3 group
SMILES	H37Rv inhibition	VEEV TC-83 Vero	Salmonella PhoP GFP	tuberculosis growth	influenza NS1A	others
O=C(COC(=O)CCC(=O)c1cccs1)Nc1ccccc1C(F)(F)F	5%	2.3%	.	3%	-9%
Cn1ncc(Br)c1C(=O)Nc1cccc(C(F)(F)F)c1	-4%	0.6%	13%	-11%	9%
O=C(COC(=O)CSc1cccc2cccc(Cl)c12)Nc1ncc(C(F)(F)F)cc1Cl	-1%	0.9%	-10%	28%	3%
O=C(CC1SC(N2CCOCC2)=NC1=O)Nc1ccc(Cl)c(C(F)(F)F)c1 (stereo not drawn)	-1%	0.9%	.	3%	-4%

Later entries
SMILES	H37Rv inhibition	VEEV TC-83 Vero	Salmonella PhoP GFP	tuberculosis growth	influenza NS1A	others
CC(=O)Oc1ccc2ccccc2c1C(NC(=O)C(C)C)c1cccc([N+](=O)[O-])c1 (stereo not drawn)	-11%	0.4%	-1%	13%	11%
CCOc1cc(/C=C2/SC(=S)N(CC(=O)O)C2=O)ccc1OC(=O)c1cccs1	5%	3.6%	-16%	17%	14%
COc1cccc(-n2c(SCC(=O)N3c4ccccc4CC3C)nnc2-c2ccco2)c1 (stereo not drawn)	-2%	10%	-1%	23%	-13%
CC(=O)Nc1ccc(OC(=O)COc2ccc(Br)cc2)cc1	7%	0.4%	-6%	51%	1%
COc1cc(C(=O)N2CCN(C(=O)c3cc(-c4ccc(Br)cc4)n[nH]3)CC2)cc(OC)c1OC	-5%	4.2%	10%	10%	6%
C=CCn1c(SCC(=O)NCC2CCCO2)nnc1C1CCCCC1 (stereo not drawn)	-3%	4.3%	-5%	-11%	10%
O=C1CN(C(=O)c2cc3ccccc3oc2=O)C(c2ccc(F)cc2)c2cc(F)ccc2N1 (stereo not drawn)	-25%	7.1%	-7%	.	8%
CCC(=O)Nc1nc2c(OC)ccc(C)c2s1	-2%	0.8%	1%	.	7%	VEEV TC-83 Vero 10K pilot screen=1.6
COC(=O)c1cn(NC(=O)c2ccc(OC)c(OC)c2)c(=O)c2ccccc12	-3%	i	18%	-20%	-7%
COC(=O)/C=C/c1cnc2ccccc2c1	3%	1.8%	3%	45%	-7%
Cc1csc(NC(=O)COc2ccc3c(c2)CCC3)n1	-8%	1.2%	.	?	-1%
Cc1ccc(C(c2sc3ncnn3c2O)N2CCC(C)CC2)cc1 (stereo not drawn)	4%	2.5%	-6%	1%	4%
Cc1ccc2nc3c(cc2c1)CC1(C(=O)N(C)C(=O)N(C)C1=O)C1COCCN31 (stereo not drawn)	-2%	0.2%	0%	18%	-7%
CCC(C)(C)C1CCc2c(sc(NC(=O)c3cccs3)c2C(N)=O)C1 (stereo not drawn)	4%	i	-1%	2%	4%
CSc1ncc(Cl)c(C(=O)Nc2cccc(C)c2)n1	-5%	1.3%	6%	9%	-7%

Retrieved by structure from above, 3 records:
SMILES	H37Rv inhibition	VEEV TC-83 Vero	Salmonella PhoP GFP	tuberculosis growth	influenza NS1A	others
CC(=O)Nc1ccc(OC(=O)COc2ccc(Br)cc2)cc1	7%	0.4%	-6%	51%	1%
CCC(=O)Nc1nc2c(OC)ccc(C)c2s1	-2%	0.8%	1%	.	7%	VEEV TC-83 Vero 10K pilot screen=1.6
O=C1CN(C(=O)c2cc3ccccc3oc2=O)C(c2ccc(F)cc2)c2cc(F)ccc2N1 (stereo not drawn)	-25%	7.1%	-7%	.	8%

Next structures
SMILES	H37Rv inhibition	VEEV TC-83 Vero	Salmonella PhoP GFP	tuberculosis growth	influenza NS1A	others
O=C1CN(C(=O)c2ccc(Cl)c([N+](=O)[O-])c2)c2ccccc2N1	-3%	6.2%	6%	-10%	1%
Cc1ccc(NC(=O)COC(=O)CCc2c(C)nc3ncnn3c2C)cc1C	-6%	1.0%	.	1%	5%
CN(C)/C=C(\C=O)c1ncc(C(F)(F)F)cc1Cl	-5%	1.7%	5%	4%	5%
O=C(COc1ccc(Cl)cc1Cl)NCCCN1CCOCC1	-5%	i	-1%	-30%	1%
Cc1onc(-c2ccccc2)c1C(=O)OCC(=O)Nc1ccc2c(c1)OCO2	-4%	1.2%	-8%	15%	-2%
CCOC(=O)C(CC)n1cnc2sc3c(c2c1=O)CCC3 (stereo not drawn)	0%	2.5%	0%	-11%	-4%
COCCCn1cn[nH]c1=S	2%	2.2%	3%	13%	-18%
COc1cc(/C=C/C(=O)OCC(=O)Nc2ccc3c(c2)OCO3)ccc1O	65%	1.7%	.	20%	4%
Cc1nc(C)c(CCNC(=O)c2cccc(Cl)c2)s1	-4%	i	-3%	9%	-2%	VEEV TC-83 Vero 10K pilot screen=0.2
CC1Cn2c(nnc2-c2cccc(N)c2)S1 (stereo not drawn)	-6%	i	2%	25%	1%
